Bioassay records (PubChem)
M4 PAM: positive allosteric modulators of human muscarinic M4 receptor. activation, % at 3 µM. CHO-K1 hM4/Gqi5, Fluo-8 calcium fluorescence, ACh EC20; 0% = ACh EC20, 100% = maximal ACh. 0.4% of 360,000 active;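 active means activation above its plate's cutoff, the mean activation of sample wells plus 3 SD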; further: some results filed as inactive read as strong as hits
Target sequence (P08173 whole entry, looked up): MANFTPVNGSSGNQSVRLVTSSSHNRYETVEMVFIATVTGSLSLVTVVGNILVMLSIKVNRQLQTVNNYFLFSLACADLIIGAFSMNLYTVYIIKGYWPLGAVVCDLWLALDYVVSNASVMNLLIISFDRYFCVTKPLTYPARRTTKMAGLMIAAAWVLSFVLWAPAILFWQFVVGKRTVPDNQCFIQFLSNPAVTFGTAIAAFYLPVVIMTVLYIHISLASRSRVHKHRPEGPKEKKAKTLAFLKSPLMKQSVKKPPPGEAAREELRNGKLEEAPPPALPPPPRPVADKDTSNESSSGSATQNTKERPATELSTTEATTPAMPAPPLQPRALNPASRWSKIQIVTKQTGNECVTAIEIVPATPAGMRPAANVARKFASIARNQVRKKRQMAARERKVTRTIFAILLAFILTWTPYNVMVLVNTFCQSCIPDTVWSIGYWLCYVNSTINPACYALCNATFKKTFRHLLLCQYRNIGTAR
M5 antag: antagonists of human muscarinic M5 receptor (CHRM5) | P08912 | CHO-hM5 cells, Fluo-8 calcium fluorescence, ACh EC80 | inhibition, % at 3 µM | 0.59% of 360,000 active;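 active means inhibition above a per-plate cutoff, the mean of that plate's test compounds plus 3 SD, cut at about 27% in these data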;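 further: 0% = acetylcholine EC80 with DMSO and 100% = DMSO without agonist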
Target sequence (P08912 whole entry, looked up): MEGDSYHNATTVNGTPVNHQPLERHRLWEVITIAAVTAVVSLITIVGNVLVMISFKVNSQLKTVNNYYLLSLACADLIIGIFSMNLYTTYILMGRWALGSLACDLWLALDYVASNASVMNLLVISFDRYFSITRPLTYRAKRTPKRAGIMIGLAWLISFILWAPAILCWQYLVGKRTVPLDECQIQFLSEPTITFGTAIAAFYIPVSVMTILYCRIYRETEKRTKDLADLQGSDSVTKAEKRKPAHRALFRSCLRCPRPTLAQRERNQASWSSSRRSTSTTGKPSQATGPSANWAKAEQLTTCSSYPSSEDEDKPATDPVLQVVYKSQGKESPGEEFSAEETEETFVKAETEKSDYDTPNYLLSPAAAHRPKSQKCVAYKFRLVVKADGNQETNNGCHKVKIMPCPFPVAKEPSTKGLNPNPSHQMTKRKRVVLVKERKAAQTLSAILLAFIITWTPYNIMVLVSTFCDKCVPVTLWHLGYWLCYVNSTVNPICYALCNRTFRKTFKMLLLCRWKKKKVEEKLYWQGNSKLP
CHRM4 agonist: CHRM4 agonism in calcium assay. P08173. CHO-K1 hM4/Gqi5, Fluo-8 calcium fluorescence; vehicle 0%, full acetylcholine response 100%. activation, % at 3 µM. 0.14% of 360,000 active. AID 624127;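 active means activation above the run mean over all test wells plus 3 SD, cut at about 32% in these data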;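 further: peak over basal fluorescence ratio per well then scaled between controls; 0% = DMSO wells and 100% = acetylcholine at EC100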
CHO-K1 Ca PAM: nonselective activator or artifact in parental CHO-K1 calcium assay | ATP EC20, Fluo-8 calcium fluorescence; 0% at ATP EC20, 100% at ATP max | activation, % at 3 µM | 0.02% of 360,000 active;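 active means activation above the run cutoff, the mean activation of all test compounds plus 3 SD, cut at about 40% in these data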;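 further: peak over basal fluorescence ratio in a 140 s read after ATP addition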
CHO-K1 Ca ag: counter-screen for M1 agonists: effect in parental CHO-K1 cells | Fluo-8 calcium fluorescence; scaled to maximal ATP response, vehicle zero | activation, % at 3 µM | 0.48% of 360,000 active; in the data active means activation above about 15%;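 further: untransfected CHO-K1 host cells lacking M1 receptor as counterscreen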
CHRM5 agonist: agonists of human muscarinic M5 receptor (CHRM5). 0.19% of 360,000 active. CHO-K1 hM5 cells, Fluo-8 calcium fluorescence; 0% DMSO wells, 100% maximal acetylcholine response. AID 624037. P08912. activation, % at 3 µM;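 active means activation above the run's mean over test compounds plus 3 SD, cut at about 23% in these data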;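 further: signal is peak over basal fluorescence ratio across the kinetic read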
M4 antag: blocks acetylcholine activation of human M4 receptor; AID 624125; inhibition, % at 3 µM; 0.73% of 360,000 active; P08173; CHO-hM4 cells, ACh EC80, Fluo-8 calcium fluorescence;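 active means inhibition above its plate's cutoff, the mean inhibition of sample wells plus 3 SD, cut at about 27% in these data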;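 further: 0% = acetylcholine EC80 with DMSO and 100% = DMSO without agonist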
CHRM5 PAM: CHRM5 positive allosteric modulation. P08912. CHO-K1 hM5, Fluo-8 calcium, ACh EC20 PAM; 0% = ACh EC20, 100% = ACh EC100. activation, % at 3 µM. 0.3% of 360,000 active. AID 624038;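 active means activation above the run cutoff, the mean activation of all test compounds plus 3 SD, cut at about 18% in these data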
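Assay system: CHO-K1 hM5 cells / Incubation: Fluo-8 loading 80 min at 37 °C plus 30 min room temperature / Technique: Fluo-8 calcium dye fluorescence, kinetic read / Repeats: single replicate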
CHO-K1 Ca antag: nonselective inhibitor or artifact in parental CHO-K1 cells. inhibition, % at 3 µM. 0.6% of 360,000 active. ATP-induced calcium, Fluo-8 fluorescence;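 active means inhibition above a per-plate cutoff, the plate's mean sample inhibition plus 3 SD, cut at about 24% in these data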;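 further: 0% = DMSO plus EC80 ATP and 100% = DMSO alone without ATP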
Starred values were filed as active, the others as inactive.

What do the screens show for `CC(=O)c1ccc(N2CCN(C(=S)Nc3ccccc3C(F)(F)F)CC2)cc1`?
M4 PAM: 0; M5 antag: 0; CHRM4 agonist: 1; CHO-K1 Ca PAM: 10; CHO-K1 Ca ag: 2.3; CHRM5 agonist: -2; M4 antag: -1; CHRM5 PAM: 6; CHO-K1 Ca antag: -15

How did CCCCOC(=O)c1ccc(NC(=O)COC(=O)C2CSC3(C)CCC(=O)N23)cc1 (centres undefined) do in these assays?
M4 PAM: -1; M5 antag: 3; CHRM4 agonist: 13; CHO-K1 Ca PAM: 26; CHO-K1 Ca ag: 8.3; CHRM5 agonist: 3; M4 antag: -8; CHRM5 PAM: -2; CHO-K1 Ca antag: -2

What do the screens show for `CCCc1cc(C(=O)N/N=C/c2ccc(C)o2)c2ccccc2n1`?
M4 PAM: 1; M5 antag: -4; CHRM4 agonist: -1; CHO-K1 Ca PAM: 9; CHO-K1 Ca ag: 0.2; CHRM5 agonist: -7; M4 antag: -8; CHRM5 PAM: -5; CHO-K1 Ca antag: -3

Results for CCOc1ccc(N(CC(=O)NC2CCCCCC2)S(=O)(=O)c2ccccc2)cc1 ?
M4 PAM: 1; M5 antag: -7; CHRM4 agonist: 1; CHO-K1 Ca PAM: -13; CHO-K1 Ca ag: 0.4; CHRM5 agonist: -3; M4 antag: -2; CHRM5 PAM: 2; CHO-K1 Ca antag: -1

Results for O=C(/C=C/c1ccc2c(c1)OCO2)NCCCN1CCOCC1 ?
M4 PAM: 4; M5 antag: 2; CHRM4 agonist: -1; CHO-K1 Ca PAM: -7; CHO-K1 Ca ag: -0.1; CHRM5 agonist: -2; M4 antag: 3; CHRM5 PAM: -2; CHO-K1 Ca antag: 9

What do the screens show for `CCOc1ccccc1NC(=O)Cn1c(=O)c(OCC)nc2cnccc21`?
M4 PAM: 10; M5 antag: 8; CHRM4 agonist: 2; CHO-K1 Ca PAM: 15; CHO-K1 Ca ag: 1.4; CHRM5 agonist: -5; M4 antag: -2; CHRM5 PAM: -2; CHO-K1 Ca antag: -7

Results for COc1ccc(-c2ccc(CN3C(CC(C)C)C(=O)N(Cc4cn(CC5CCCCC5)nn4)CCS3(=O)=O)cc2)cn1 (centres undefined) ?
M4 PAM: -1; M5 antag: 1; CHRM4 agonist: 2; CHO-K1 Ca PAM: 7; CHO-K1 Ca ag: 0.7; CHRM5 agonist: 2; M4 antag: -11; CHRM5 PAM: -2; CHO-K1 Ca antag: -6

How did COc1ccc(S(=O)(=O)NCCc2ccccn2)cc1 do in these assays?
M4 PAM: 1; M5 antag: 6; CHRM4 agonist: 2; CHO-K1 Ca PAM: -7; CHO-K1 Ca ag: -0.1; CHRM5 agonist: 6; M4 antag: -3; CHRM5 PAM: -8; CHO-K1 Ca antag: -6

What do the screens show for `Cc1cc(Nc2ccc(C)c(C)c2)n2ncnc2n1`?
M4 PAM: 3; M5 antag: -10; CHRM4 agonist: 0; CHO-K1 Ca PAM: 17; CHO-K1 Ca ag: -1.0; CHRM5 agonist: -3; M4 antag: -6; CHRM5 PAM: 4; CHO-K1 Ca antag: -5

What do the screens show for `N#Cc1cccc(NC(=O)CSc2ccc3c4c(cccc24)C(=O)c2ccccc2-3)c1`?
M4 PAM: -9; M5 antag: 33*; CHRM4 agonist: 15; CHO-K1 Ca PAM: 4; CHO-K1 Ca ag: 13; CHRM5 agonist: 6; M4 antag: 11; CHRM5 PAM: -15; CHO-K1 Ca antag: 17

Results for CC(=O)Nc1sc(C)c(C)c1C(=O)OCC(=O)N(C)c1c(N)n(Cc2ccccc2)c(=O)[nH]c1=O ?
M4 PAM: 13; M5 antag: -5; CHRM4 agonist: 1; CHO-K1 Ca PAM: 6; CHO-K1 Ca ag: 1.1; CHRM5 agonist: -3; M4 antag: -3; CHRM5 PAM: 8; CHO-K1 Ca antag: -10

What do the screens show for `COc1ccc(NC(=O)c2nc[nH]c2C(=O)NCC(=O)OC(C)(C)C)cc1`?
M4 PAM: -9; M5 antag: 10; CHRM4 agonist: 12; CHO-K1 Ca PAM: -1; CHO-K1 Ca ag: 2.7; CHRM5 agonist: -2; M4 antag: 5; CHRM5 PAM: -14; CHO-K1 Ca antag: -9

How did Cc1cc(OCC(=O)NCCCN(C)C)cc(C)c1Br do in these assays?
M4 PAM: 1; M5 antag: 3; CHRM4 agonist: 0; CHO-K1 Ca PAM: 3; CHO-K1 Ca ag: 0.7; CHRM5 agonist: -5; M4 antag: 16; CHRM5 PAM: -5; CHO-K1 Ca antag: 0

Results for C1CCc2c(nc3nnnn3c2N2CCOCC2)C1 ?
M4 PAM: -1; M5 antag: -5; CHRM4 agonist: 0; CHO-K1 Ca PAM: 24; CHO-K1 Ca ag: 0.8; CHRM5 agonist: -2; M4 antag: -4; CHRM5 PAM: 4; CHO-K1 Ca antag: -14

What do the screens show for `C[C@H](O)[C@@H]1C(=O)N2CCc3ccc(-c4ccccc4)cc3[C@@H]2C[C@@H]1N(C)C(=O)c1ccc(C#N)cc1`?
M4 PAM: 2; M5 antag: 3; CHRM4 agonist: 4; CHO-K1 Ca PAM: 16; CHO-K1 Ca ag: 1.0; CHRM5 agonist: 0; M4 antag: -8; CHRM5 PAM: -4; CHO-K1 Ca antag: -6

Results for COc1cc(/C=N/NC(=O)/C(=C\c2ccc3c(c2)OCO3)NC(=O)c2ccccc2)ccc1O ?
M4 PAM: -6; M5 antag: 12; CHRM4 agonist: 1; CHO-K1 Ca PAM: 12; CHO-K1 Ca ag: 0.8; CHRM5 agonist: -2; M4 antag: 1; CHRM5 PAM: -7; CHO-K1 Ca antag: 4

How did Cc1ccc(NC(=O)NCCCN2CCCC2=O)cc1 do in these assays?
M4 PAM: -3; M5 antag: -10; CHRM4 agonist: 0; CHO-K1 Ca PAM: 18; CHO-K1 Ca ag: 0.1; CHRM5 agonist: -1; M4 antag: 4; CHRM5 PAM: -1; CHO-K1 Ca antag: -8

How did O=C(Cn1cnnn1)NC1CCCN(Cc2ccccc2F)C1 (centres undefined) do in these assays?
M4 PAM: 2; M5 antag: 16; CHRM4 agonist: 1; CHO-K1 Ca PAM: 17; CHO-K1 Ca ag: 0.2; CHRM5 agonist: -3; M4 antag: -10; CHRM5 PAM: -7; CHO-K1 Ca antag: -11

Results for CC(C)(C)NC(=O)COC(=O)c1cc(Cl)ccc1[N+](=O)[O-] ?
M4 PAM: -4; M5 antag: 5; CHRM4 agonist: 1; CHO-K1 Ca PAM: 14; CHO-K1 Ca ag: 0.2; CHRM5 agonist: -1; M4 antag: 3; CHRM5 PAM: 4; CHO-K1 Ca antag: -11

What do the screens show for `CC(C)CNS(=O)(=O)c1ccc(Br)cc1N1CCC[C@@H]1CO`?
M4 PAM: 14; M5 antag: -4; CHRM4 agonist: 1; CHO-K1 Ca PAM: -4; CHO-K1 Ca ag: 0.5; CHRM5 agonist: 0; M4 antag: -11; CHRM5 PAM: 3; CHO-K1 Ca antag: -3

How did CC(=O)Nc1ccc(S(=O)(=O)NC2=C(N3CCN(c4ccc(F)cc4)CC3)C(=O)c3ccccc3C2=O)cc1 do in these assays?
M4 PAM: -7; M5 antag: 4; CHRM4 agonist: 5; CHO-K1 Ca PAM: 13; CHO-K1 Ca ag: 1.5; CHRM5 agonist: 0; M4 antag: 0; CHRM5 PAM: -6; CHO-K1 Ca antag: -3

What do the screens show for `Cn1nc(C(F)(F)F)c(C(=O)Nc2ccc(F)cc2F)c1Sc1cccc(C(F)(F)F)c1`?
M4 PAM: -11; M5 antag: 4; CHRM4 agonist: -3; CHO-K1 Ca PAM: -6; CHO-K1 Ca ag: 1.2; CHRM5 agonist: -7; M4 antag: -9; CHRM5 PAM: -15; CHO-K1 Ca antag: -10

Results for CSc1nncc(-c2ccc(F)c(F)c2)n1 ?
M4 PAM: -4; M5 antag: 6; CHRM4 agonist: 0; CHO-K1 Ca PAM: 6; CHO-K1 Ca ag: 0.1; CHRM5 agonist: 0; M4 antag: 8; CHRM5 PAM: 0; CHO-K1 Ca antag: -4

How did Nc1nc(Br)c2c(F)cccc2c1-c1ccc(F)cc1 do in these assays?
M4 PAM: 1; M5 antag: -3; CHRM4 agonist: -1; CHO-K1 Ca PAM: 8; CHO-K1 Ca ag: 0.3; CHRM5 agonist: 0; M4 antag: 0; CHRM5 PAM: 7; CHO-K1 Ca antag: -20

What do the screens show for `COc1ccc(NC(=O)COc2ccccc2C(=O)NCC(c2ccccc2)N(C)C)cc1Cl` (centres undefined)?
M4 PAM: -6; M5 antag: 57*; CHRM4 agonist: 12; CHO-K1 Ca PAM: -7; CHO-K1 Ca ag: 3.4; CHRM5 agonist: -6; M4 antag: 15; CHRM5 PAM: -19; CHO-K1 Ca antag: -3

Results for CCOc1ccc(-c2nnc(-c3cccs3)o2)cc1OCC ?
M4 PAM: -1; M5 antag: -1; CHRM4 agonist: 1; CHO-K1 Ca PAM: 19; CHO-K1 Ca ag: -0.1; CHRM5 agonist: -2; M4 antag: -3; CHRM5 PAM: 1; CHO-K1 Ca antag: -10

How did COc1ccc(C2CCCCC2SCC(=O)O)cc1OC (centres undefined) do in these assays?
M4 PAM: 8; M5 antag: -5; CHRM4 agonist: 0; CHO-K1 Ca PAM: 20; CHO-K1 Ca ag: 0.1; CHRM5 agonist: 0; M4 antag: -10; CHRM5 PAM: 1; CHO-K1 Ca antag: -15

Results for CCOC(=O)C1=C(CSc2nc3ccccc3s2)NC(=O)NC1c1cccc([N+](=O)[O-])c1 (centres undefined) ?
M4 PAM: -3; M5 antag: 4; CHRM4 agonist: 4; CHO-K1 Ca PAM: -13; CHO-K1 Ca ag: 0.4; CHRM5 agonist: -3; M4 antag: 6; CHRM5 PAM: -3; CHO-K1 Ca antag: -8

Results for S=C(NCCc1ccccc1)Nc1cnc2ccccc2c1 ?
M4 PAM: -19; M5 antag: 15; CHRM4 agonist: 11; CHO-K1 Ca PAM: 19; CHO-K1 Ca ag: 8.0; CHRM5 agonist: 1; M4 antag: 17; CHRM5 PAM: -20; CHO-K1 Ca antag: -8

How did C#CCN(CC=C)C(=O)C1CCC(=O)N(CCCc2ccccc2)C1 (centres undefined) do in these assays?
M4 PAM: -2; M5 antag: -2; CHRM4 agonist: 0; CHO-K1 Ca PAM: 6; CHO-K1 Ca ag: -0.1; CHRM5 agonist: 7; M4 antag: -2; CHRM5 PAM: -9; CHO-K1 Ca antag: -6

An excerpt from above in order of heavy-atom count, high to low.
What do the screens show for `COc1ccc(NC(=O)COc2ccccc2C(=O)NCC(c2ccccc2)N(C)C)cc1Cl` (centres undefined)?
M4 PAM: -6; M5 antag: 57*; CHRM4 agonist: 12; CHO-K1 Ca PAM: -7; CHO-K1 Ca ag: 3.4; CHRM5 agonist: -6; M4 antag: 15; CHRM5 PAM: -19; CHO-K1 Ca antag: -3

What do the screens show for `N#Cc1cccc(NC(=O)CSc2ccc3c4c(cccc24)C(=O)c2ccccc2-3)c1`?
M4 PAM: -9; M5 antag: 33*; CHRM4 agonist: 15; CHO-K1 Ca PAM: 4; CHO-K1 Ca ag: 13; CHRM5 agonist: 6; M4 antag: 11; CHRM5 PAM: -15; CHO-K1 Ca antag: 17

Results for CSc1nncc(-c2ccc(F)c(F)c2)n1 ?
M4 PAM: -4; M5 antag: 6; CHRM4 agonist: 0; CHO-K1 Ca PAM: 6; CHO-K1 Ca ag: 0.1; CHRM5 agonist: 0; M4 antag: 8; CHRM5 PAM: 0; CHO-K1 Ca antag: -4
